NPY-Y1 antag – antagonists of human neuropeptide Y receptor Y1; P25929; HEK293-CNG Y1 cells, membrane potential fluorescence; NPY at EC95, then isoproterenol; inhibition, % at 3.6 µM; 1% of 200,000 active; AID 1040;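 active = inhibition above the campaign mean inhibition of all tested compounds plus 3 SD, cut at about 20% in these data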;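 also: 0% = DMSO wells given NPY plus isoproterenol and 100% = isoproterenol alone without NPY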
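Test system: HEK293 cells co-expressing NPY Y1 receptor and cyclic-nucleotide gated channel; Also added: NPY (25 nM), isoproterenol (1 µM), Ro 20-1724 (25 µM); Compound dosing: one concentration, 3.6 µM, in 0.4% DMSO; Timing: dye 3 h, compound 60 min room temperature, stimulation 45 min; Technique: Membrane-potential fluorescent dye readout.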
PGE2 EP2 inh – inhibitors of human EP2 prostaglandin E2 receptor. inhibition, % at 25 µM. 0.52% of 260,000 active. AID 1422. P43116. C6 glioma cells expressing human EP2, cAMP TR-FRET; cells stimulated with saturating PGE2;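 active = percent inhibition above 40 after rounding to a whole number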;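 also: rat C6 glioma host cells with rolipram phosphodiesterase inhibitor present; the protocol text gives 20 µM as final concentration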
NPY-Y1 PAM-ag – potentiators or agonists of human neuropeptide Y receptor Y1. AID 1304. activation, % at 3.6 µM. NPY-Y1 expressing cells, potentiator/agonist activation. P25929. 0.37% of 220,000 active; in the data active = activation above about 33%, passing the limit was not always enough;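 also: cells stimulated with NPY at EC10 then isoproterenol at EC100; 0% = low agonist plus stimulus and 100% = saturating agonist plus stimulus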
CHOP inh – CHOP inhibition in unfolded protein response; inhibition, % at 10 µM; CHO-K1 CHOP-promoter luciferase, tunicamycin-induced, 15-18 h; 3.8% of 220,000 active;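 active = compounds that reduced the stress-induced luciferase reporter signal by more than about 70% of percent inhibition, limit read from the data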;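 also: 0% = tunicamycin plus vehicle and 100% = wells without tunicamycin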
TRPML3 agonist – activates the human TRPML3 channel; 0.29% of 220,000 active; activation, % at 3 µM; HEK293 TRPML3-YFP, Fluo-8 calcium fluorescence; 100% = the carbachol control signal;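 active = activation above its plate's cutoff, the mean activation of the plate's test wells plus 3 SD, cut at about 12% in these data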;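 also: 0% = DMSO only wells and 100% = carbachol wells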
Target sequence (Q8TDD5 whole entry, looked up): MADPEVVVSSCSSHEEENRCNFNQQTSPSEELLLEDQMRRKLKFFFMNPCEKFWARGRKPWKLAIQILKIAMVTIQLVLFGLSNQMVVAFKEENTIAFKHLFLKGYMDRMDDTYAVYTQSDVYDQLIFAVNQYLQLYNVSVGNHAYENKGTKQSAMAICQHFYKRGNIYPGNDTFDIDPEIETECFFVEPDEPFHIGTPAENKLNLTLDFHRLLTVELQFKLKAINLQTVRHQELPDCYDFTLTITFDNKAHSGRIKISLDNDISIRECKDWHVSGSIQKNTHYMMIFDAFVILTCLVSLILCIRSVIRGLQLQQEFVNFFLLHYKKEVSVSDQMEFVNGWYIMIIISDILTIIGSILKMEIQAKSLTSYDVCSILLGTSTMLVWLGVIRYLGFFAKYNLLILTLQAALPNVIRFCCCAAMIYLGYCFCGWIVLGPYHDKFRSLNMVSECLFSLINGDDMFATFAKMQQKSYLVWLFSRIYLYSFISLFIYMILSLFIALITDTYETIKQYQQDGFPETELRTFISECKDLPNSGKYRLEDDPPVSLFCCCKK
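Test system: HEK293 cells stably carrying human TRPML3-YFP; Doses: single dose, 3 µM final nominal compound, 0.3% DMSO final; Schedule: dye loading 1 h 37 °C then 30 min ambient, 125 s read; Technique: Fluo-8 calcium fluorescence; Benchmarks: high control carbachol 87 µM, low control DMSO.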
EP2 mod – EP2 receptor (human) modulation; P43116; EP2-expressing cells, cAMP HTRF FRET, PGE2 co-stimulation; induction, % at 25 µM; 0.83% of 260,000 active;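 active = compounds whose cAMP rise, as percent of the full-agonist control response, exceeds 60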;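 also: rat C6 glioma line stably carrying human EP2 under a CMV promoter; the protocol text gives 20 µM as final concentration; 100% = response of wells given 1 µM PGE2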
TRPN1 ag – activates the zebrafish TRPN1 channel; HEK293 zebrafish TRPN1-YFP, Fluo-8 calcium fluorescence; 100% = response to 87 µM carbachol; activation, % at 3 µM; 0.18% of 220,000 active; AID 1424;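 active = activation above its plate's cutoff, the mean activation of test wells on that plate plus 3 SD, cut at about 19% in these data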;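 also: 0% = DMSO alone and 100% = 87 µM carbachol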
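Material: zebrafish TRPN1-YFP in HEK293 cells. Doses: one dose of 3 µM, 0.3% DMSO. Incubation: dye 1 h 37 °C plus 30 min RT. Measured by: intracellular calcium fluorescence with Fluo-8.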
PPC-1+TRAIL kill – kills PPC-1 cancer cells in the presence of TRAIL; AID 1443; cell killing (% activity), % at 4 µM; 0.41% of 220,000 active; PPC-1 cells + TRAIL, ATPLite viability luminescence;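 active = cell killing above 50% in the first pass at 4 µM, then a duplicate retest at 5 µM averaging 50% or more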;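 also: plate controls were cells with TRAIL plus DMSO for no effect and medium-only wells lacking cells for full effect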
14-3-3 Bad inh – disrupts binding of bovine 14-3-3 zeta to phospho-Bad peptide. P63103. TR-FRET 14-3-3zeta/Dy647-pBad peptide displacement, 1 h. inhibition, % at 21.7 µM. 0.71% of 220,000 active;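 active = inhibition above about 70%, limit read from the data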;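 also: 0% = full 14-3-3 plus peptide FRET controls and 100% = background without 14-3-3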
Target sequence (P63103 whole entry, looked up): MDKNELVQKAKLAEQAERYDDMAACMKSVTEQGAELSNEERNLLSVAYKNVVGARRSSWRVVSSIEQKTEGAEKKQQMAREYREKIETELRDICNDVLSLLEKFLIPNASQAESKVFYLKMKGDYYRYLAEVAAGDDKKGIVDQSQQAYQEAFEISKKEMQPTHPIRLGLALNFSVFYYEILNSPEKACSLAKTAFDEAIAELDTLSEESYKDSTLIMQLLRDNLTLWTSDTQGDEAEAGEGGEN
The depositor's hits bear a star; [ ] = another dose, or the depositor's remark. Only part of the results is shown; count on the stated rates, not on these rows.

Results for CC1CCCN(C(=S)SCC(=O)O)C1 (configuration not stated) ?
NPY-Y1 antag: 0; PGE2 EP2 inh: 7; NPY-Y1 PAM-ag: -17; CHOP inh: 22; TRPML3 agonist: -0.2; EP2 mod: 44; TRPN1 ag: 0.7; PPC-1+TRAIL kill: 15; 14-3-3 Bad inh: -1

How did CNC(=O)Nc1ccc(Cn2cc(C(F)(F)F)ccc2=O)cc1 do in these assays?
NPY-Y1 antag: 1; PGE2 EP2 inh: 3; NPY-Y1 PAM-ag: 0; CHOP inh: -17; TRPML3 agonist: 0.5; EP2 mod: -26; TRPN1 ag: -0.4; PPC-1+TRAIL kill: 25; 14-3-3 Bad inh: 5

What do the screens show for `O=C(CSc1nc2ccccc2o1)c1ccc2c(c1)OCCO2`?
NPY-Y1 antag: 9; PGE2 EP2 inh: 15; NPY-Y1 PAM-ag: -28; CHOP inh: -30; TRPML3 agonist: 0.8; EP2 mod: -21; TRPN1 ag: -0.5; PPC-1+TRAIL kill: 8; 14-3-3 Bad inh: 0

What do the screens show for `CC(C)NS(=O)(=O)c1ccc(OCC(=O)NCc2cccnc2)cc1`?
NPY-Y1 antag: -8; PGE2 EP2 inh: 7; NPY-Y1 PAM-ag: 8; CHOP inh: 14; TRPML3 agonist: -0.1; EP2 mod: 2; TRPN1 ag: 0.7; PPC-1+TRAIL kill: 4; 14-3-3 Bad inh: -4[fluorescence artefact?]

What do the screens show for `CNC(=O)COc1ccc(Nc2nnc(C)c3ccccc23)cc1`?
PGE2 EP2 inh: 16; NPY-Y1 PAM-ag: -1; CHOP inh: -5; TRPML3 agonist: 0.5; EP2 mod: -18; TRPN1 ag: -0.7; PPC-1+TRAIL kill: 8; 14-3-3 Bad inh: -6

How did CC(C)CCNC(=O)c1csc2c1CCCCC2 do in these assays?
NPY-Y1 antag: 8; PGE2 EP2 inh: 4; NPY-Y1 PAM-ag: -27; CHOP inh: -2; TRPML3 agonist: -0.5; EP2 mod: -39; TRPN1 ag: -1.0; PPC-1+TRAIL kill: 1; 14-3-3 Bad inh: 2

What do the screens show for `CC(=O)N1CCN(CCN2C(C)=CC(=C(C#N)C#N)C=C2C)CC1`?
NPY-Y1 antag: 5; PGE2 EP2 inh: 5; NPY-Y1 PAM-ag: -5; CHOP inh: 4; TRPML3 agonist: -0.7; EP2 mod: 13; TRPN1 ag: 0.3; PPC-1+TRAIL kill: -6; 14-3-3 Bad inh: -20

What do the screens show for `COc1ccc(C(C)=O)cc1COc1ccc(F)cc1`?
NPY-Y1 antag: 0; PGE2 EP2 inh: 7; NPY-Y1 PAM-ag: -19; CHOP inh: 47; TRPML3 agonist: -0.3; EP2 mod: 22; TRPN1 ag: -1.9; PPC-1+TRAIL kill: -1; 14-3-3 Bad inh: -6

Results for Cc1csc(-c2cccnc2)n1 ?
NPY-Y1 antag: 0; PGE2 EP2 inh: 6; NPY-Y1 PAM-ag: 19; CHOP inh: -4; TRPML3 agonist: 0.2; EP2 mod: -11; TRPN1 ag: 1.2; PPC-1+TRAIL kill: 10; 14-3-3 Bad inh: -4

What do the screens show for `CCOC(=O)Nc1sc(C(=O)N(C)C)c(C)c1C(=O)OCC`?
NPY-Y1 antag: 2; PGE2 EP2 inh: 12; NPY-Y1 PAM-ag: 22; CHOP inh: 12; TRPML3 agonist: 1.4; EP2 mod: -2; TRPN1 ag: 0.8; PPC-1+TRAIL kill: 17; 14-3-3 Bad inh: 1[fluorescence artefact?]

What do the screens show for `O=C(CN1C(=O)NC2(CCc3ccccc3C2)C1=O)Nc1ccc(Cl)cc1F` (configuration not stated)?
NPY-Y1 antag: 13; PGE2 EP2 inh: 8; NPY-Y1 PAM-ag: -5; CHOP inh: 29; TRPML3 agonist: 0.8; EP2 mod: 1; TRPN1 ag: 0.4; PPC-1+TRAIL kill: -7; 14-3-3 Bad inh: -3

Results for CC(=O)Nc1c(O)nc(SCC(=O)Nc2nnc(SCc3ccccc3)s2)[nH]c1=O ?
NPY-Y1 antag: 10; PGE2 EP2 inh: 8; NPY-Y1 PAM-ag: -38; CHOP inh: 12; TRPML3 agonist: 0.5; EP2 mod: 34; TRPN1 ag: 1.2; PPC-1+TRAIL kill: 10; 14-3-3 Bad inh: -1

What do the screens show for `CCCn1c(-c2ccc(F)cc2)cnc1SCC(=O)O`?
NPY-Y1 antag: 4; PGE2 EP2 inh: 10; NPY-Y1 PAM-ag: -17; CHOP inh: 12; TRPML3 agonist: 0.3; EP2 mod: 11; TRPN1 ag: -1.2; PPC-1+TRAIL kill: 14; 14-3-3 Bad inh: -9

What do the screens show for `Cc1ccc(N/C=C2\C(=O)N(c3ccc(F)cc3F)C(c3cccnc3)S2(=O)=O)cc1` (configuration not stated)?
PGE2 EP2 inh: 10; NPY-Y1 PAM-ag: -13; CHOP inh: -4; TRPML3 agonist: 0.1; EP2 mod: 32; TRPN1 ag: 0.2; PPC-1+TRAIL kill: -2; 14-3-3 Bad inh: -1

What do the screens show for `CCOC(=O)C(NC(C)=O)(Nc1ccc(S(=O)(=O)Nc2cc(C)on2)cc1)C(F)(F)F` (configuration not stated)?
NPY-Y1 antag: 7; PGE2 EP2 inh: 11; NPY-Y1 PAM-ag: 1; CHOP inh: 7; TRPML3 agonist: 0.6; EP2 mod: 30; TRPN1 ag: 1.6; PPC-1+TRAIL kill: 22; 14-3-3 Bad inh: 7

Results for Cc1ccc(-c2nc(NC(=O)CSc3cc(C)c4ccccc4n3)ns2)cc1 ?
NPY-Y1 antag: 3; PGE2 EP2 inh: 9; NPY-Y1 PAM-ag: -7; CHOP inh: 23; TRPML3 agonist: 0.7; EP2 mod: 11; TRPN1 ag: 1.6; PPC-1+TRAIL kill: -7; 14-3-3 Bad inh: 75*

What do the screens show for `O=C(CSc1ncn[nH]1)Nc1ccccc1C(=O)O`?
NPY-Y1 antag: 3; PGE2 EP2 inh: 7; NPY-Y1 PAM-ag: -12; CHOP inh: -11; TRPML3 agonist: 0.6; EP2 mod: 10; TRPN1 ag: -0.7; PPC-1+TRAIL kill: 1; 14-3-3 Bad inh: 10[fluorescence artefact?]

How did COc1ccc(/C=C(\NC(=O)c2ccccc2)C(=O)N/N=C/c2ccncc2)cc1 do in these assays?
NPY-Y1 antag: -1; PGE2 EP2 inh: 11; NPY-Y1 PAM-ag: 12; CHOP inh: 4; TRPML3 agonist: 0.6; EP2 mod: -32; TRPN1 ag: 0.3; PPC-1+TRAIL kill: 18; 14-3-3 Bad inh: 5[fluorescence artefact?]

How did CC(=O)Nc1ccc(N/C=C/C(=O)c2ccc(C)o2)cc1 do in these assays?
NPY-Y1 antag: -13; PGE2 EP2 inh: 7; NPY-Y1 PAM-ag: 15; CHOP inh: 10; TRPML3 agonist: 0.7; EP2 mod: -3; TRPN1 ag: 2.8; PPC-1+TRAIL kill: 42; 14-3-3 Bad inh: -7

How did COC(=O)Cc1ccc2sc(-c3ccccc3)nc2c1 do in these assays?
NPY-Y1 antag: -3; PGE2 EP2 inh: 6; NPY-Y1 PAM-ag: 8; CHOP inh: 5; TRPML3 agonist: 1.1; EP2 mod: -26; TRPN1 ag: -0.7; PPC-1+TRAIL kill: 44; 14-3-3 Bad inh: -8

What do the screens show for `CSc1cc(C)c(OCC(=O)Nc2ccc(NC(C)=O)cc2)c(C)c1`?
NPY-Y1 antag: 2; PGE2 EP2 inh: 13; NPY-Y1 PAM-ag: 6; CHOP inh: -15; TRPML3 agonist: 0.6; EP2 mod: -46; TRPN1 ag: 0.7; PPC-1+TRAIL kill: 6; 14-3-3 Bad inh: -10

Results for CCO[C@H]1OC(C(=O)O)=C[C@@H](C)[C@@H]1CCCO ?
NPY-Y1 antag: 5; PGE2 EP2 inh: 4; NPY-Y1 PAM-ag: 18; CHOP inh: 14; TRPML3 agonist: 0.1; EP2 mod: 8; TRPN1 ag: 1.2; PPC-1+TRAIL kill: -4; 14-3-3 Bad inh: -5

Results for COc1ccc(CC(=O)NNC(=O)c2cnccn2)cc1 ?
NPY-Y1 antag: 1; PGE2 EP2 inh: 6; NPY-Y1 PAM-ag: 3; CHOP inh: 9; TRPML3 agonist: 0.3; EP2 mod: 22; TRPN1 ag: 0.8; PPC-1+TRAIL kill: 18; 14-3-3 Bad inh: 8

Results for O=S(=O)(NC1=NCCC1)c1ccc(F)cc1F ?
NPY-Y1 antag: 4; PGE2 EP2 inh: 9; NPY-Y1 PAM-ag: 13; CHOP inh: 4; TRPML3 agonist: 0.3; EP2 mod: 33; TRPN1 ag: 0.6; PPC-1+TRAIL kill: 29; 14-3-3 Bad inh: -6

How did Cc1cc(SC(C)C(=O)Nc2ncc(Cl)cc2Cl)nc2ccccc12 (configuration not stated) do in these assays?
NPY-Y1 antag: 1; PGE2 EP2 inh: 6; NPY-Y1 PAM-ag: -7; CHOP inh: 16; TRPML3 agonist: 1.1; EP2 mod: 34; TRPN1 ag: 0.4; PPC-1+TRAIL kill: -2; 14-3-3 Bad inh: 0

How did Cc1c([N+](=O)[O-])c([N+](=O)[O-])nn1CC(=O)NCCc1ccccc1 do in these assays?
NPY-Y1 antag: 5; PGE2 EP2 inh: 6; NPY-Y1 PAM-ag: -14; CHOP inh: -12; TRPML3 agonist: 0.3; EP2 mod: 1; TRPN1 ag: -1.1; PPC-1+TRAIL kill: 13; 14-3-3 Bad inh: 1

Results for CCOC(=O)c1ccc2c(c1)nc(SCC(=O)NC(C)C)n2CC ?
NPY-Y1 antag: -1; PGE2 EP2 inh: 5; NPY-Y1 PAM-ag: 2; CHOP inh: 76*; TRPML3 agonist: 0.1; EP2 mod: 1; TRPN1 ag: -0.7; PPC-1+TRAIL kill: 32; 14-3-3 Bad inh: 8[fluorescence artefact?]

How did CC(C)CN(CC(C)C)c1nnc(N)s1 do in these assays?
NPY-Y1 antag: 2; PGE2 EP2 inh: 7; NPY-Y1 PAM-ag: -20; CHOP inh: -3; TRPML3 agonist: 0.4; EP2 mod: 16; TRPN1 ag: 0.7; PPC-1+TRAIL kill: 11; 14-3-3 Bad inh: 0[fluorescence artefact?]

Results for CCC(C)NC(=O)N[C@@H](Cc1ccccc1)C(=O)O (some centres not stated) ?
NPY-Y1 antag: -4; PGE2 EP2 inh: 3; NPY-Y1 PAM-ag: -1; CHOP inh: -4; TRPML3 agonist: 0.2; EP2 mod: 14; TRPN1 ag: 1.3; PPC-1+TRAIL kill: -9; 14-3-3 Bad inh: 16[fluorescence artefact?]

What do the screens show for `O=C(CN1C(=O)CSCC1=O)Nc1ccc2c(c1)OCO2`?
NPY-Y1 antag: 0; PGE2 EP2 inh: 8; NPY-Y1 PAM-ag: 7; CHOP inh: -4; TRPML3 agonist: 0.9; EP2 mod: 23; TRPN1 ag: 1.6; PPC-1+TRAIL kill: 17; 14-3-3 Bad inh: 5[fluorescence artefact?]
